# Keap1 Nrf2 FP: disrupts human Keap1 binding to Nrf2 peptide | AID 504523 | Q14145 | 340,000 tested, 0.15% active | inhibition, % at 9.4 µM | Keap1 Kelch-Nrf2 peptide fluorescence polarization, 1536-well; in the data active means inhibition above about 12%; inconclusive means no clear call, values can overlap the other calls; inactive means below about 7.3%;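 further: human Keap1 Kelch domain with fluorescein labeled Nrf2 9mer peptide probe; 0% = neutral control wells and 100% = peptide positive control; higher means more block of Keap1 binding to Nrf2 peptide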
# NSD2 HMT inh: NSD2 (human) methyltransferase inhibition; NSD2 peptide methylation, AlphaScreen, 120 min; inhibition, % at 12.5 µM; 310,000 tested, 0.54% active; AID 743445; in the data active means inhibition above about 50%
# Cardiac RTF inh: cardiac RTF calcium desensitization. IANBD-labeled cardiac RTF, Ca2+ fluorescence. P19429+P45379. inhibition, % at 7.15 µM. 340,000 tested, 0.12% active;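 active means inhibition above the mean inhibition of all tested compounds plus 3 SD, cut at about 17% in these data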;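 further: assay run at fixed EC70 calcium of 1.6 mM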
# DAGLB inhibitor: blocks human DAGLB lipase activity | Q8NCG7 | HEK293T DAGLB membrane lysate, EnzChek fluorogenic substrate | inhibition, % at 5.17 µM | 340,000 tested, 0.059% active | AID 504411; in the data active means inhibition above about 34%;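 further: 0% = enzyme with vehicle and 100% = wells lacking enzyme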
# SR-BI uptake up: SR-BI HDL lipid transfer activation | AID 504775 | 320,000 tested, 0.096% active | activation, % at 12.5 µM | CHO ldlA[mSR-BI] cells, DiI-HDL uptake fluorescence, 3 h; 100 = double the neutral-control signal;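 active means mean replicate activation of at least 60% and every replicate at or above 60%; inconclusive means mean or all-replicate condition met, but not both; inactive means mean below 60% and not all replicates reaching 60%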;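 further: 0% = median plate neutral-control signal and 100% = twice that signal; values of inactives mirror those of a sister screen read the other way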
#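 Assay system: CHO ldlA[mSR-BI] cells, LDL receptor-null, SR-BI overexpressing; medium: Ham's F12 with 0.5% BSA, HEPES 25 mM, pH 7.4; also added: DiI-HDL 10 µg/mL; timing: 3 h uptake period with compound, 37 °C; signal: DiI fluorescence, bottom read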
# PvdQ acylase: P. aeruginosa PvdQ acylase inhibition; inhibition, % at 10 µM; purified PvdQ acylase, fluorescence plate reader; 340,000 tested, 0.063% active; in the data active means inhibition above about 30%, passing the limit was not always enough; inconclusive means no clear call, values can overlap the other calls;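 further: 0% = vehicle neutral wells and 100% = reference inhibitor wells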
# C-LANA FP: KSHV C-LANA DNA binding inhibition. MBP-C-LANA/FAM-LBS DNA binding, fluorescence polarization. inhibition, % at 9 µM. 340,000 tested, 0.078% active;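 active means highest replicate inhibition at or above 60% at 9 µM, even if other replicates fall short; inactive means all replicates below 60% inhibition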;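 further: 0% = neutral control wells and 100% = 4 µM acridine orange control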
# SR-BI DiI inh: mouse SR-BI HDL lipid transfer inhibition; Q61009; inhibition, % at 12.5 µM; ldlA[mSR-BI] CHO cells, DiI-HDL uptake fluorescence, 3 h; 320,000 tested, 0.96% active; AID 488896;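 active means mean replicate inhibition of at least 70% and a set share of replicates each scoring 70 or more; inconclusive means meets just one of the two criteria; inactive means fails both criteria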;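 further: 0% = median of neutral control wells and 100% = median of positive control wells; values of inactives mirror those of a sister screen read the other way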
# Target sequence (Q61009 whole entry, looked up): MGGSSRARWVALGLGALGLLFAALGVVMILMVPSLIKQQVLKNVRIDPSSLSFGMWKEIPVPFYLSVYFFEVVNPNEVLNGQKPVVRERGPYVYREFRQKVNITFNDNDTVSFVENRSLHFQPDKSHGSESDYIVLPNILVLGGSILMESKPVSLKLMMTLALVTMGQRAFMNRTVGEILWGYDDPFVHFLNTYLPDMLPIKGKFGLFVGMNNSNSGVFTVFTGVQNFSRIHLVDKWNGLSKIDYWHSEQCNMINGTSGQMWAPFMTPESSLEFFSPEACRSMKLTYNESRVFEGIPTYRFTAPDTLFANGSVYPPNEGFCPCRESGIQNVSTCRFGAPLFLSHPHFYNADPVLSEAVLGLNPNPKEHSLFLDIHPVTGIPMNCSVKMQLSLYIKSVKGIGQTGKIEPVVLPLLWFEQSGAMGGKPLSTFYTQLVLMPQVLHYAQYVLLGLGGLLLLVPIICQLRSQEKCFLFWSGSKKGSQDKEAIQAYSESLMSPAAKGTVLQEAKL
# Arrestin-AP2 inh: inhibitors of human beta-arrestin and AP2 interaction. FITC-arrestin peptide / GST-AP2 beads, flow cytometry; AP2 beta2 appendage carries R879A mutation. 340,000 tested, 0.31% active. inhibition, % at 10 µM. AID 504490;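 active means inhibition above a set limit, near 3 SD of compounds lacking own fluorescence, cut at about 54% in these data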;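 further: plate controls were DMSO wells for no effect and 5 µM unlabelled arrestin peptide for full effect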
#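 Material – AP2 appendage R879A on GSH beads · Buffer or medium – PBS with 0.05% Tween 20 and 0.1% BSA · Probe or stimulus – fluorescein-tagged arrestin peptide at 50 nM final · Incubation – compound with beads 12 min RT, then probe 1 h RT · Detection – high-throughput flow cytometry of beads, ex 488, em 535 nm · Evaluation – percent response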
# PKA-R2B act: activates the human PKA-R2B holoenzyme complex; activation, % at 11.4 µM; 340,000 tested, 0.079% active; PKA-R2B holoenzyme dissociation, Cy5-IP20 fluorescence polarization; R2B truncated from residue 108, S112A mutant; 0% DMSO only, 100% 113 µM cGMP;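 active means activation above a cutoff set at the mean over all compounds plus 3 SD, cut at about 18% in these data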;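 further: higher means more holoenzyme dissociation and a rise in polarization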
# Target sequence (P31323 whole entry, looked up, other chains not shown, the tested form may be a part): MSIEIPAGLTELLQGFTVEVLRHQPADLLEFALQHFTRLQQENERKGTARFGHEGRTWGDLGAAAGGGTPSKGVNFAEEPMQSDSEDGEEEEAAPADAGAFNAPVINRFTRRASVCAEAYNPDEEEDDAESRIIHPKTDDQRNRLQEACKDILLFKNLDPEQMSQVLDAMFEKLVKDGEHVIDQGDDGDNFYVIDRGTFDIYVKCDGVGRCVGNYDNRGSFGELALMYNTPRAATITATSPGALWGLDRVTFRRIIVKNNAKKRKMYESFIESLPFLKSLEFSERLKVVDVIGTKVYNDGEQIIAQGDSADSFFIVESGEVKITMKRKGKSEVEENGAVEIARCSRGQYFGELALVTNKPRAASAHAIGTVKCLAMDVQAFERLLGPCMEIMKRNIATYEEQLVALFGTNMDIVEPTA
# * = called active by the depositor; ? = inconclusive; . = not tested or not shown. Compounds were not picked by outcome (roughly 2.1% active in at least one column).
SMILES,Keap1 Nrf2 FP,NSD2 HMT inh,Cardiac RTF inh,DAGLB inhibitor,SR-BI uptake up,PvdQ acylase,C-LANA FP,SR-BI DiI inh,Arrestin-AP2 inh,PKA-R2B act
O=C(CN1C2=NCCN2c2ccccc21)c1ccc2c(c1)OCO2,-8,1,-15,-2,.,-7,0.3,.,12,0
Cc1csc2sc(-c3ccnc(SCC(=O)NCc4ccccc4)n3)c(C)c12,-2,1,-4,-4,-23,-6,-0.4,23,16,2
CC1CCC(=NO)C(=NO)C1 (configuration not stated),-6,-4,-7,1,4,-13,-0.4,-4,3,-4
COc1ccc(NC(=O)CCCNC(=O)Cn2cnc3sc(C)c(C)c3c2=O)cc1Cl,-2,-4,-16,1,.,-6,-1.3,.,22,9
Cc1cccc(NC(=O)CN2C(=O)CCSc3ccc(S(=O)(=O)N4CCOCC4)cc32)c1C,-5,-1,-3,4,-3,-8,1.6,3,8,2
O=C(CNCc1ccccc1)Nc1ccccc1-c1ccccc1,2,-3,-13,-3,10,-6,1.0,-10,6,-13
Cc1ccc(N=Nc2ccc(C)cc2NC(=O)Nc2ccccc2F)cc1,-5,3,-10,1,-63,-8,-1.0,63,1,-9
CCc1ccc(CN(C(=O)c2cc3ccccc3oc2=O)C2CCS(=O)(=O)C2)cc1 (configuration not stated),-2,1,-10,-1,-2,-5,-1.5,2,-5,-7
Cc1cc(Nc2cnc3ccccc3n2)n(-c2ccccc2)n1,2,0,-2,0,-41,6,1.1,41,9,-3
O=C(C1=C(O)C(=O)N(c2ncccn2)C1c1ccc(Cl)cc1)c1ccco1 (configuration not stated),-7,3,-12,3,23,-20,-0.4,-23,-9,-6
CCOC(=O)N1CCC(Nc2ncnc3c2cnn3-c2ccc(Cl)cc2)CC1,0,-4,-8,1,-33,-10,-1.4,33,0,14
C=CCn1c(SCC(=O)c2ccc(O)c(O)c2)nnc1-c1cccc(Cl)c1,0,.,-1,29,2,-1,-0.6,-2,-3,4
CCNC(=S)N(CCc1c(C)[nH]c2ccc(Cl)cc12)Cc1cccnc1,2,0,7,0,-45,-7,1.7,45,-17,1
O=S(=O)(c1ccccc1)N1CCC(N2CCCCCC2)CC1,-3,5,-7,0,12,-17,-1.3,-12,2,-2
C=CCn1c(CCNC(=O)c2cccs2)nnc1SCC(=O)c1ccc(Br)cc1,-4,-1,-5,4,-36,-17,0.4,36,-2,-2
O=C(Nc1nc(-c2cccc(Br)c2)cs1)Oc1ccccc1,-2,-1,-7,-2,-1,4,0.0,1,24,2
O=c1nc2s/c(=C\c3ccco3)c(=O)n2nc1Cc1ccccc1,0,18,-1,7,9,-8,6.1,-9,38,4
COc1ccccc1CNC(=O)C1CC(c2ccccc2F)=NO1 (configuration not stated),-4,.,1,-5,16,-2,2.5,-16,-15,-16
COc1ccc(C(OC(=O)c2ccco2)C(=O)NCC2CCCO2)cc1 (configuration not stated),6,-4,-14,1,0,-12,0.1,0,-15,-7
Cc1ccc(CN2CCN(/N=C/c3cc(Br)ccc3F)CC2)cc1,-5,6,-8,-16,34,-11,-0.7,-34,1,-3
CN(C)S(=O)(=O)c1ccc(C(=O)Nc2cccc(S(=O)(=O)NC3=NCCC3)c2)cc1,1,-1,-2,-2,.,-14,0.4,.,-20,-6
Cc1sc(NC(=O)/C=C/c2ccc3c(c2)OCO3)nc1-c1ccccc1,0,-1,-4,1,-43,-8,2.8,43,-5,-7
CCC(=O)NC(=S)Nc1ccc(NC(=O)c2ccco2)cc1,3,-5,-12,-1,-19,6,-0.8,19,6,-7
COc1ccc(Oc2ccc(C(F)(F)F)cc2N)cc1,-1,-4,-10,-14,4,-8,1.9,-4,-3,0
Cc1nn2c3c(cnc2c1-c1ccccc1)C(=O)CC(c1ccccc1)C3 (configuration not stated),-1,0,-9,-5,-21,-2,-1.3,21,9,8
Cc1ccc(NC(=O)CN(C)C(=O)c2ccc(S(=O)(=O)N(C)c3ccccc3)cc2)cc1,-1,-1,-7,2,6,-10,-0.7,-6,25,-5
O=c1c2cc3c(=O)n(CC4CCCO4)c(=O)c3cc2c(=O)n1CC1CCCO1 (configuration not stated),0,-3,-5,-3,9,-17,0.5,-9,1,-1
CCCCNCc1cc2ccccc2o1,-1,4,1,-1,29,8,-6.8,-29,2,-1
Cc1ccc(S(=O)(=O)/C(C#N)=C/c2c(N3CCN(Cc4ccccc4)CC3)nc3ccccn3c2=O)cc1,-11,-4,-16,2,16,-4,-2.1,-16,5,-3
CCOc1ccc(C(=O)NC(=S)Nc2ccc(N3CCCCC3)cc2)cc1[N+](=O)[O-],2,0,5,0,-53,-8,-2.3,53,2,-7
O=C(NCCc1ccccc1C(F)(F)F)C1CCC(=O)N(C2CC2)C1 (configuration not stated),4,9,-2,0,1,-5,-1.9,-1,37,-6
COc1ccc([N+](=O)[O-])cc1NC(=O)C(C)OC(=O)/C=C/c1ccco1 (configuration not stated),1,10,-2,0,-25,22,-0.1,25,29,-2
COC(=O)c1c(NC(=O)CCc2ccc(C)o2)sc(C)c1C,-5,1,-6,-20,-30,-11,3.6,30,0,-3
CCNC(=S)N/N=C/c1cn(Cc2ccccc2F)c2ccccc12,-6,13,1,5,-2,4,0.1,2,3,-3
Cc1ccc(S(=O)(=O)Nc2ccc(-n3c(C)nc4ccccc4c3=O)cc2)cc1,-1,1,3,1,-2,-3,-0.1,2,-7,-1
CC(C)C(OC(=O)c1cccs1)C(=O)NCc1ccco1 (configuration not stated),-10,-3,-19,-3,24,7,-0.6,-24,3,1
N#C/C(=C\c1ccc(OCC(N)=O)cc1)S(=O)(=O)c1ccccc1,-5,-4,-6,-2,10,-5,-0.9,-10,11,-5
C[N+]1(CC2COC3(CCCCC3)O2)CCCC1 (configuration not stated),-4,-3,-3,-2,22,-2,-0.8,-22,-16,-7
COc1cc(OC)c(NC(=S)Nc2cccc(C)c2)cc1Cl,-4,1,3,2,-52,8,0.7,52,4,-17
CC1CC(Nc2ccccc2)c2ccccc2N1C(=O)c1ccco1 (configuration not stated),-4,3,2,-3,7,?,-1.2,-7,-7,7
CSc1nc2cc(Cl)ccc2s1,1,.,-25,-4,7,-17,-1.1,-7,-2,-11
COc1ccc(NC(=O)c2c(-c3ccccc3Cl)noc2C)c(OC)c1,-1,5,-15,-3,-48,-3,0.0,48,-6,-2
Cc1cc(Cn2nc(C(=O)NCc3cccs3)cc2-c2ccccc2)on1,-2,.,2,-1,-5,-3,-0.4,5,-4,-10
COc1ccc(OC)c(S(=O)(=O)N2CCC(C(=O)N3CCN(c4ccc(F)cc4)CC3)CC2)c1,-4,2,-2,1,-20,-11,0.9,20,0,-7
O=C(C1CSC2(c3ccc(F)cc3)CCC(=O)N12)N1CCCCCC1 (configuration not stated),5,1,-7,2,13,-5,-0.1,-13,4,0
COc1ccc(/C=C(\NC(=O)c2ccc([N+](=O)[O-])cc2)C(=O)NCCN2CCOCC2)cc1,-5,-1,1,-1,.,10,-0.9,.,12,-2
CN(C(=O)C(Cl)Cl)C1CC2C=CC1C2 (configuration not stated),-1,6,4,1,7,-20,-3.4,-7,7,-3
Cc1cc(OCC(=O)NCc2cccnc2)c2c(C)c(Cc3ccccc3)c(=O)oc2c1,-7,-1,-5,-2,16,-14,1.4,-16,-8,-7
CN1CCCN(S(=O)(=O)c2ccc(O)c(C(=O)O)c2)CC1,-5,21,-3,-2,-1,0,-0.5,1,38,4
Cn1c(N)c(C(=O)COC(=O)c2ccc(Br)o2)c(=O)n(C)c1=O,0,-1,-12,3,-8,-8,1.6,8,13,-4
COc1cccc(N2CCN(C(=O)c3cc4c(s3)-c3ccccc3OC4)CC2)c1,2,.,-7,-9,14,-17,-0.4,-14,-13,-1
CCCNC(=O)Cn1sc2nc(C)cc(C)c2c1=O,-4,.,5,1,.,-3,-0.2,.,-15,-14
O=C(NC1CCCC1)C(NS(=O)(=O)c1cccc2nsnc12)c1ccccc1 (configuration not stated),-2,-4,5,1,6,11,9.3,-6,-2,10
Cc1nc(NC(=O)c2cc(-n3cnnc3)ccc2Cl)ccc1Br,3,0,-4,3,-27,-11,0.2,27,10,7
O=C(COc1ccc([N+](=O)[O-])cc1)NNC(=O)c1cccnc1,0,-9,-12,0,.,15,0.8,.,6,-19
CC(=O)CSc1ncnc2nc[nH]c12,-4,-6,-8,1,17,-7,-0.2,-17,4,4
O=C(Nc1ccc(F)cc1F)c1ccc2c(c1)OCCO2,-2,-2,-8,0,-4,-5,1.9,4,0,-4
COc1ccc(C(CNC(=O)c2ccc(OCC3CCCO3)cc2)N2CCOCC2)cc1 (configuration not stated),-1,2,-1,1,-7,-4,-1.2,7,0,-3
COc1ccc(NC2c3ccccc3C(=O)N2c2ccccn2)cc1Cl (configuration not stated),4,.,3,2,6,0,-0.9,-6,16,6
O=C(N[C@H]1CCCCNC1=O)c1cc(COc2ccc(F)cc2F)on1,-4,1,-1,1,22,-16,0.2,-22,-2,3

# Part of the list above, limited to DAGLB inhibitor and Arrestin-AP2 inh.
compound | DAGLB inhibitor | Arrestin-AP2 inh
Cc1nc(NC(=O)c2cc(-n3cnnc3)ccc2Cl)ccc1Br | 3 | 10
COc1cccc(N2CCN(C(=O)c3cc4c(s3)-c3ccccc3OC4)CC2)c1 | -9 | -13

# Carrying on.
SMILES,Keap1 Nrf2 FP,NSD2 HMT inh,Cardiac RTF inh,DAGLB inhibitor,SR-BI uptake up,PvdQ acylase,C-LANA FP,SR-BI DiI inh,Arrestin-AP2 inh,PKA-R2B act
O=C(CCCN1C(=O)NC2(CCCC2)C1=O)Nc1cccc(S(=O)(=O)N2CCOCC2)c1,-5,-2,-2,0,-8,8,1.0,8,1,-2
CCC1(CC)NC(=O)N(CC(=O)OC(C)C(=O)Nc2ccccc2OC)C1=O (configuration not stated),-3,-3,-4,4,-1,-13,-1.0,1,-2,-7
Cc1ccc(S(=O)(=O)N2CCN(CC(=O)N/N=C\c3ccc(O)c(O)c3)CC2)cc1,1,18,-11,1,.,-8,0.4,.,5,0
Cc1ccc(OCc2nnc(SCC(=O)CC(=O)Nc3ccccc3)o2)cc1,-5,1,0,3,0,-13,0.3,0,-3,-6
O=C(Cc1cccs1)N1CCN=C1SCc1ccccc1Cl,1,.,-5,-4,0,-17,2.6,0,-44,-12
Cc1cc(C(=O)Nc2ccc3c(c2)OCCO3)ccc1[N+](=O)[O-],4,-4,-5,-2,-17,0,1.5,17,3,-12
